Screening data as filed in PubChem.
Pf growth 48h – inhibits P. falciparum growth in the first generation, 48 h; Potency, µM (titrated, usually from 28.7 µM), for inactives: at the highest dose activity change, negative = inhibition, actives largely listed as inhibitors; P. falciparum luciferase growth in erythrocytes, 48 h; actives 5.9% (n = 310,000); AID 504832; note: potency is the fitted concentration of half-maximal effect; % is set by controls: 0 for no effect and ±100 for the full control effect
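Luminescence readout; reporter = integrated firefly luciferase in P. falciparum. RBC culture at 2% hematocrit, 0.1% parasitemia final, 37 C/5% CO2; decreased signal taken as growth inhibition.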
Shiga inhibitor – inhibitors of Shiga toxin in Vero cells; Vero cells, Shiga toxin protein synthesis inhibition reporter; inhibition, % at 38.7 µM; actives 9.2% (n = 290,000); in the data active = inhibition mostly above about 28%, no sharp cut-off; inactive = mostly below about 43%; note: 0% is about no effect
Pf growth 96h – inhibits malaria parasite growth, 96 h | P. falciparum luciferase reporter growth, 96 h | Potency, µM (series often up to 28.7 µM), inactives show at the top dose activity change, negative = inhibition, actives largely listed as inhibitors | actives 6.9% (n = 320,000) | AID 504834; note: potency is the fitted concentration of half-maximal effect; % is set by controls: 0 for no effect and ±100 for the full control effect
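Delayed-death screen, second-generation endpoint: infected erythrocytes, 2% hematocrit, 0.05% parasitemia final; 96 hours at 37 C, 5% CO2; luciferase detection reagent; luminescence decrease equals reduced growth.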
TbPYK inhibitor – inhibitors of Trypanosoma brucei pyruvate kinase; Q57TT1; TbPYK enzyme, Kinase-Glo Plus ATP luminescence, 45 min; Potency, µM (series often up to 76.8 µM), without a hit: at the highest dose activity, negative = inhibition, usual class: inhibitors; actives 0.12% (n = 410,000); AID 624173; note: potency is the fitted concentration of half-maximal effect; % is set by controls: 0 for no effect and ±100 for the full control effect; nearly all actives have a fitted effect of over 50% in size
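Quantitative HTS: titrated library compounds versus trypanosomal pyruvate kinase in TEA buffer (pH 7.2) containing KCl, MgCl2, BSA and Tween-20. Reactions were initiated with ADP, 130 uM final. Kinase-Glo Plus luminescence was read after 45 min at RT.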
HCV inhibitor – inhibitors of hepatitis C virus infection. Potency, µM (top dose mostly 41.8 µM), for the others: at the top dose activity change, negative = inhibition, hits mostly inhibitors. Huh7.5.1 HCVcc-Cre infection, luciferase reporter, 44 h. actives 3.4% (n = 340,000); note: potency is the fitted concentration of half-maximal effect; % is set by controls: 0 for no effect and ±100 for the full control effect
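HCVcc-Cre virus at an moi near 0.5 was added right after compound to cells cultured 4 h from seeding (1,000 cells/well). Luciferase activity was determined 44 h later, 15 min after substrate addition at RT.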
LmPK inh – inhibitors of Leishmania mexicana pyruvate kinase; Q27686; purified LmPK, Kinase-Glo ATP luminescence, 1 h; Potency, µM (top dose mostly 57.5 µM), inactives show top-dose activity change, negative = inhibition, most hits filed as inhibitors; actives 0.37% (n = 290,000); note: potency is the fitted concentration of half-maximal effect; % is set by controls: 0 for no effect and ±100 for the full control effect
Target sequence (Q27686 whole entry, looked up): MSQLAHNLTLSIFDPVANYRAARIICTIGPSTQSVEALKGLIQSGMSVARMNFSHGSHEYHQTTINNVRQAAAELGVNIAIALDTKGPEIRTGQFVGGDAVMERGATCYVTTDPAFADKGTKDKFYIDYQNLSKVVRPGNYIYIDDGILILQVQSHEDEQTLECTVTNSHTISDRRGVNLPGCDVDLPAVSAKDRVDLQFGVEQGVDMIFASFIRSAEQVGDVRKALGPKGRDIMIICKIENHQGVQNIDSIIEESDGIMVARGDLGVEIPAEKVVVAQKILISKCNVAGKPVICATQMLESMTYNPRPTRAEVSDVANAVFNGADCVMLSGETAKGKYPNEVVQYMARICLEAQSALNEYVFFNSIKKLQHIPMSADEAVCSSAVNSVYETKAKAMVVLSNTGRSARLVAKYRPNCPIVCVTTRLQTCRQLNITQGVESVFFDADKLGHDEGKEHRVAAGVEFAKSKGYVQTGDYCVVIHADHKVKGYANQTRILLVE
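0.1 nM LmPK, 0.5 mM PEP, 0.1 mM ADP; 50 mM imidazole pH 7.2, 7 mM MgCl2, 50 mM KCl; 1 h RT. Kinase-Glo luminescence readout, normalized to no-enzyme (full inhibition) and uninhibited wells.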
Cycloheximide cs – affects cycloheximide protein synthesis inhibition readout, counter-screen | max response, % | cell reporter, cycloheximide protein synthesis inhibition counterscreen | AID 2314 | actives 12% (n = 300,000); in the data active = max response mostly above about 13%, no sharp cut-off; inactive = mostly below about 14%; note: read at 38.3 µM for the half of the compounds with a filed dose; 0% is about no effect
An asterisk follows results filed as active; ? = inconclusive; · = not tested or not shown; [ ] = dose if it differs, or a comment. Unless noted, calls come from the whole dose curve; as a rule, active = well fitted curve in the direction sought with a large enough effect; inconclusive = small, poorly fitted or top-dose-only effect, or another doubt; inactive = no such curve, though single readings can be large; an effect the other way counts as inactive or inconclusive.

Second line of a record – Pf growth 48h | Shiga inhibitor | Pf growth 96h | TbPYK inhibitor | HCV inhibitor | LmPK inh | Cycloheximide cs
> Cn1cc(Br)c(C(=O)NC(=S)Nc2ccc(S(N)(=O)=O)cc2)n1
 : 7% | -9 | 4% | -9% | 4% | -8% | -4
> NC1=NC(=O)C(Cc2cccc(Cl)c2Cl)S1 (configuration not stated)
 : 42%[activator] | -6 | ? | -3% | 7% | 2% | -2
> Cc1ccc(NC(=O)Cc2nnc(SCC(=O)c3ccc(Br)cc3)n2C)cc1
 : · | -7 | -17% | -8% | 1% | -11% | -5
> COc1cccc(C(=O)NC2=NCCS2)c1
 : 407%[activator] | 41* | · | 3% | 4% | -21% | 29*
> O=S(=O)(Cc1ccccc1)N(O)c1ccccc1
 : ? | 5 | 29% | -14% | 23% | -4% | 10
> O=C(CO/N=C/c1ccccc1O)NNC(=O)c1ccccc1Cl
 : -2% | -2 | 22% | 1% | 0% | -2% | -3
> CCOC(=O)c1ccc(CNC(=O)c2n[nH]c(=O)c3ccccc23)o1
 : 1% | -7 | 8% | 1% | -10% | -8% | 2
> Cc1ccc(S(=O)(=O)Cc2ccc(C(=O)N3CCCC3)o2)cc1
 : · | 16 | -23% | 0% | -9% | 10% | 8
> CN(Cc1nc(-c2cccs2)no1)CC(O)c1ccccc1 (configuration not stated)
 : 39%[activator] | 56* | 15% | -2% | 14% | 1% | 44*
> O=C1c2ccccc2C(=O)N1CCCCn1c(=O)oc2ccccc21
 : · | -11 | ? | 1% | 5% | -1% | 1
> COc1cccc(CC(C(=O)Nc2cc(C)ccc2C)c2nn[nH]n2)c1OC (configuration not stated)
 : 36%[activator] | -7 | 14%[5.75 µM] | -14% | 8% | -2% | -2
> COC(=O)CCN(C1CCCCC1)S(=O)(=O)c1ccc(S(=O)(=O)N2CCCCC2)cc1
 : 15% | 12 | 8% | -8% | -7% | 12% | 13
> Cc1noc(C)c1NC(=O)N1CCN(Cc2ccccc2)CC1
 : -9% | -3 | 3% | 2% | 12% | 0% | 1
> O=c1ccc2c(-c3ccccc3)c3ccc(O)cc3oc-2c1
 : · | 4 | -8% | 8% | -6% | -5% | -5
> Cc1ccc(N(C(=O)c2nsc(Cl)c2Cl)C(C(=O)NC2CCCC2)c2ccc(O)cc2)cc1C (configuration not stated)
 : ? | -6 | 53%[activator] | 5% | ? | 2% | 9
> CCn1c(SCCOc2ccc(OC)cc2)nnc1C(CO)NC(=O)c1ccc(OC)cc1 (configuration not stated)
 : -17% | -15 | · | -3% | 0% | 1% | -1
> Cc1nc2ccccc2n2c(O)c(CC(=O)O)cc12
 : 19% | 6 | -12% | 5% | 18% | 4% | -1
> CC(NC(=O)c1ccc(NC(=O)CC2SC(N3CCCC3)=NC2=O)cc1)c1ccc(S(N)(=O)=O)cc1 (configuration not stated)
 : -26% | · | -23% | 0% | -5% | · | ·
> O=S(=O)(c1ccc(Cl)cc1)N1CCC(N2CCOCC2)CC1
 : -4% | 27 | ? | 4% | -17% | -6% | -1
> CC1=C(C(=O)OC(C)C)[C@]2(C(=O)N(CC(N)=O)c3ccccc32)C(C#N)=C(N)O1
 : ? | 19 | ? | 0% | -3% | 0% | -3
> O=C(/C=C\c1cn(-c2ccccc2)nc1-c1cccs1)N1CCOCC1
 : 45%[activator] | 63 | 10µM* | 1% | ? | 1% | 17*
> COc1ccc(-n2nc([N+](=O)[O-])c(=NCCc3ccc(C)cc3)n2O)cc1
 : 26% | 47 | ? | 3% | 0% | 7% | 5
> Cn1cc(SCC(=O)N2CCN(c3ccccc3)CC2)c2ccccc21
 : · | -5 | ? | ? | ? | 10% | -9
> O=C(Nc1ccc(Cl)cc1)c1ccc(CN2CCc3ccccc3C2)cc1
 : -4% | 15 | ? | 2% | 1.6µM* | 1% | 19
> COCCn1c(SCC(=O)N2CCCC2=O)nc2sc(C)c(C)c2c1=O
 : 6% | · | 8% | 3% | -2% | · | ·
> Cn1c(=O)c2cc(S(=O)(=O)NC(C(=O)N3CCCCCC3)c3ccccc3)ccc2n(C)c1=O (configuration not stated)
 : · | -12 | 10µM* | 3% | 14% | 2% | -5
> COc1ccc2c(c1)nc(NCCO)n2C
 : 27% | 4 | -29% | -7% | 10% | 2% | 7
> CN(Cc1ccccc1)C(=O)COc1cccnc1[N+](=O)[O-]
 : 15% | -8 | 18% | 3% | 12% | 1% | -2
> COc1cc(-c2nc3ccccn3c2/N=C/c2ccccc2)ccc1O
 : 0% | 19 | -15% | 0% | 14% | 0% | 3
> CCCCNC(=O)OC1CCS(=O)(=O)C1 (configuration not stated)
 : 2% | -8 | 2% | -2% | 5% | 0% | -2

Filtered by structure, those above containing a nitro group on carbon
Second line of a record – Pf growth 48h | Shiga inhibitor | Pf growth 96h | TbPYK inhibitor | HCV inhibitor | LmPK inh | Cycloheximide cs
> COc1ccc(-n2nc([N+](=O)[O-])c(=NCCc3ccc(C)cc3)n2O)cc1
 : 26% | 47 | ? | 3% | 0% | 7% | 5
> CN(Cc1ccccc1)C(=O)COc1cccnc1[N+](=O)[O-]
 : 15% | -8 | 18% | 3% | 12% | 1% | -2

The list continues.
Second line of a record – Pf growth 48h | Shiga inhibitor | Pf growth 96h | TbPYK inhibitor | HCV inhibitor | LmPK inh | Cycloheximide cs
> N#CC[n+]1cc(-c2ccc(Cl)cc2)n2c1CCC2
 : ? | -10 | -8% | -4% | 6% | 0% | -3
> CCc1ccc(C2CC(c3ccccc3C)n3nc(N)nc3N2)cc1 (configuration not stated)
 : 13% | -8 | 15µM* | 3% | 5% | 3% | -5
> CCN(CC)S(=O)(=O)c1cc(C(=O)OCC(=O)Nc2cccc(S(=O)(=O)N(C)C)c2)ccc1F
 : -8% | -13 | ? | -2% | 9% | 9% | 7
> Cc1cccc(NS(=O)(=O)c2cccc(C(=O)NCCCN3CCOCC3)c2)c1
 : -23% | · | -5% | 3% | 1% | · | ·
> CCSc1nc2ccccc2n1CC(=O)N1CCCCC1
 : 3% | -26 | 48%[activator] | -7% | -10% | -5% | 7
> Fc1cccc(NC(=S)N2CCCCC2)c1
 : 0% | -8 | 2% | -3% | 17% | 0% | -2
> O=C(NNC(=S)Nc1ccccc1)c1cccs1
 : 193%[activator] | 47* | 256%[activator] | -15% | 27% | -18% | 38*
> O=C(CNC(=O)c1ccc(Br)o1)NCc1cccc(Cl)c1
 : 4% | 30 | ? | 1% | -5% | -10% | 0
> O=C(C1CCN(Cc2ccc(OCc3ccccc3)cc2)CC1)N1CCCC1
 : -10% | 38 | · | 25% | -24% | -7% | 27*
> COc1ccc(-c2nc3c(-c4ccc(F)cc4)cnn3cc2C)cc1F
 : ? | -3 | ? | 7% | ? | -1% | 2
> O=C(N[C@@H]1CCC(=O)N(CC[C@H](Sc2ccccc2)c2ccccc2)CC1)OCc1ccccc1
 : -2% | -5 | ? | -5% | -12% | -1% | -2
> COc1ccc(NC(=O)CCN2CCN(Cc3ccccc3)CC2)c(OC)c1
 : ? | · | 48%[activator] | 4% | 11% | 8% | 1
> CCN(CC)S(=O)(=O)c1ccc(Cl)c(C(=O)NC2CCCC2)c1
 : · | 29 | -3% | 2% | 15% | 4% | 3
> COC(=O)c1ccc(N(C(=O)c2ccco2)C(C(=O)NC2CCCC2)c2ccco2)cc1 (configuration not stated)
 : ? | 12 | 14% | -21% | 14% | -2% | 12
> COc1ccccc1NC(=O)Cn1cnc2c(cnn2-c2ccc(C)c(C)c2)c1=O
 : 15% | 18 | ? | 1% | ? | -3% | -2
> CCOC(=O)c1c(C)nsc1NC(=O)c1ccco1
 : -7% | -12 | -13% | -1% | -1% | -2% | -3
> Cc1c(CCO)c(=O)[nH]n1S(=O)(=O)c1ccc([N+](=O)[O-])cc1
 : 3% | -7 | 82%[activator] | 2% | -5% | -4% | -4
> S=c1sc2ccccc2n1CCc1ccncc1
 : ? | · | ? | -8% | 6% | · | ·
> CC(=C/c1ccc(C(C)C)cc1)/C=N/NC(=O)Cn1nc(C)cc1C
 : -10% | 65 | 2% | 2% | 4% | 0% | 18*
> CC12C=CC3(O1)C(C(=O)N(c1ccccc1)C3C(=O)NC1CCCC1)C2C(N)=O (configuration not stated)
 : 7% | -4 | -7% | -1% | 28% | -3% | 1
> O=C(O)C(C/C(=N/O)c1ccc(Br)cc1)P(=O)(c1ccccc1)c1ccccc1 (configuration not stated)
 : -6% | -7 | 80%[activator] | 3% | 19% | -9% | 1
> Cc1cccc(NS(=O)(=O)c2ccc(C3CCCCC3)cc2)c1
 : 0% | -19 | ? | -11% | ? | 2% | -3
> COc1ccc(C2=Nn3c(nnc3-c3cc(C)[nH]n3)SC2)cc1
 : ? | 12 | ? | -4% | ? | 0% | 1
> Cc1c(C(=O)N2CCCCC2)c(S(=O)(=O)NCCc2ccccc2)c(C)n1C
 : -17% | -2 | -25% | 9% | 7% | -13% | -9
> O=CNCC(=O)NC1CCCCCC1
 : ? | -6 | -17% | -2% | 2% | -2% | 5
> CC1=C(Sc2ccccn2)C(=O)NC(C)(C)C1
 : 13% | -17 | · | 2% | 8% | 0% | 1
> Cc1ccc(C(=O)COC(=O)CCN2C(=O)C3C4CCC(C4)C3C2=O)cc1[N+](=O)[O-] (configuration not stated)
 : -3% | 19 | -10% | 1% | -3% | -5% | -1
> COc1ccc(N(CC(=O)NC2CCCCCC2)S(=O)(=O)c2ccccc2)cc1Cl
 : ? | -23 | ? | 4% | 8% | -5% | -2
> CC1CCCCC1NC(=O)/C(C#N)=C/c1ccc(F)c(F)c1 (configuration not stated)
 : 12µM* | -6 | ? | 0% | 25% | 3% | -2
> O=C1COc2ccc(S(=O)(=O)NCc3ccc(Cl)cc3)cc2N1
 : 17% | 9 | 7% | 0% | -10% | -7% | -9

Remaining list, next part:
Second line of a record – Pf growth 48h | Shiga inhibitor | Pf growth 96h | TbPYK inhibitor | HCV inhibitor | LmPK inh | Cycloheximide cs
> Cc1ccc(OCCNC(=O)C2CCCCC2)cc1
 : 20%[5.75 µM] | 26 | -1% | 0% | -9% | 2% | 8
> Cc1ccccc1NC(=O)c1cccc(N2C(=O)C3C4CCC(C4)C3C2=O)c1 (configuration not stated)
 : -13% | -13 | · | -13% | 10% | 3% | -1
> O=C(Nc1cccc(-c2ccc3nncn3n2)c1)c1ccco1
 : -23% | 28 | ? | 1% | ? | 4% | 11
> COc1ccc(S(=O)(=O)N2CCC(C(=O)NCCC(=O)Nc3cccc(OC)c3)CC2)cc1
 : -8% | -7 | -29% | 0% | 11% | -11% | 1
> CCOc1ccccc1C1C(C#N)=C(N)Nc2onc(-c3ccccc3)c21 (configuration not stated)
 : 32%[activator] | -18 | ? | 3% | 6% | 4% | -4
> O=C1c2cc(S(=O)(=O)NCCO)ccc2-c2ccc(S(=O)(=O)NCCO)cc21
 : -3% | -19 | -93% | -5% | 1% | 0% | -3
> CCC(=O)Nc1cccc(NC(=O)c2ccc(C)cc2Cl)c1
 : 65%[activator] | 35 | ? | -3% | ? | -2% | 12
> COc1ccc(CSc2nnc(C)s2)cc1F
 : 94%[activator] | 73* | ? | -7% | 15% | 6% | 16*
> CC1CCN(CCC(=O)N/N=C/c2ccc([N+](=O)[O-])cc2)CC1
 : -9% | 8 | 28% | 4% | -11% | 0% | -8
